GluA2 TARP mod: modulates AMPAR-stargazin complexes | HEK293 GluA2+stargazin, membrane potential dye (FDSS), glutamate EC50; hits were called plate by plate, in both directions | calls only at 30 µM | hit rate 3.5% among 40,000 | AID 1259245;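 active = any of four per-well response measures lying three or more SD from its plate-wide compound average, in either direction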
Target sequence (O88602 whole entry, looked up): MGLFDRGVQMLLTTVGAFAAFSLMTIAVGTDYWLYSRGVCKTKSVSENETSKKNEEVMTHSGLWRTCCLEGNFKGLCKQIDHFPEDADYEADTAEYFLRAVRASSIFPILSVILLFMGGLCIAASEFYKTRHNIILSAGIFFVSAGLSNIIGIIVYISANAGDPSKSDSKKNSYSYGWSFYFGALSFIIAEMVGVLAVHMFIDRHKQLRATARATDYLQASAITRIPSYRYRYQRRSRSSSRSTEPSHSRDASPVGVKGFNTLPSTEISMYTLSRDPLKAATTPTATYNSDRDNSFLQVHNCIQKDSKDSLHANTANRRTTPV
Target sequence (P19491 whole entry, looked up): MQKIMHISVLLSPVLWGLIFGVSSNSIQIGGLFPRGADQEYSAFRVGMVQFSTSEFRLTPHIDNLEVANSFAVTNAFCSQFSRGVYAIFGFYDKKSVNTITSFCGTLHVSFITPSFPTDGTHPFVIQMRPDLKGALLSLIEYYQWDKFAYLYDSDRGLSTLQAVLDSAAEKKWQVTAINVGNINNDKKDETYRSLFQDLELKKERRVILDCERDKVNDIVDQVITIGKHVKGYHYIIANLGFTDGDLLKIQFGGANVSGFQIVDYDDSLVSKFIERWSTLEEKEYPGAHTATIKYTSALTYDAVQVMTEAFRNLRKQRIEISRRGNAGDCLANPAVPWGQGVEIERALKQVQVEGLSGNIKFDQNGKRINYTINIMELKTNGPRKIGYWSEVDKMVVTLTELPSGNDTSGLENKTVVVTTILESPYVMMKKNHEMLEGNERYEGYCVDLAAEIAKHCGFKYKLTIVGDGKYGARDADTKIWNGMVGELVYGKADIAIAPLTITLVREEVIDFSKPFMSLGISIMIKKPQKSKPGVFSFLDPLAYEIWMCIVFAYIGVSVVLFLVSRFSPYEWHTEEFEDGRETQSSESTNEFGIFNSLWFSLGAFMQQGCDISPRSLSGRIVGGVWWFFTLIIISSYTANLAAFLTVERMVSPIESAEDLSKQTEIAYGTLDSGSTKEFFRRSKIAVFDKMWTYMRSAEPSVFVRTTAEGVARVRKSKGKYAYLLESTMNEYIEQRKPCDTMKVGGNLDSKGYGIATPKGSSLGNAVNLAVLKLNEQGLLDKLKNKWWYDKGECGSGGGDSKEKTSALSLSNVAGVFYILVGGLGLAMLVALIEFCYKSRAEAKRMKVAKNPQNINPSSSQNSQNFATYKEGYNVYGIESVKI
GluA2 TARP mod agonism max-min: recorded beside GluA2 TARP mod, whose call it bears; compound max-min signal; compound-alone response (agonism);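 unitless range of fluorescence divided by baseline over first 100 seconds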
GluA2 TARP mod glutamate slope: second read-out of GluA2 TARP mod, no call of its own (marks repeat the call); glutamate slope, % of max; measured here: glutamate response slope, % max;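 scaled per plate between vehicle wells and maximal 1 mM glutamate control wells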
* hit, by the source's call; i = inactive; + = active, no number; & = joins results of further samples.

Molecule	GluA2 TARP mod	GluA2 TARP mod agonism max-min	GluA2 TARP mod glutamate slope
COc1ccc(S(=O)(=O)Nc2ccc3c(c2)N(S(=O)(=O)c2ccc(C)cc2)CCC3)cc1	i	0.069	61
CC(C)(C)S(=O)(=O)c1ccc(NCCc2ccc(S(N)(=O)=O)cc2)nn1	i	0.096	55
Cc1nc(NCCNC(=O)c2ncccn2)cc(N2CCOCC2)n1	+	0.37*	77*
COc1cccc2cc(C(=O)NCC3CCN(C(=O)c4snnc4C)CC3)oc12	i	0.046	34
COc1ccccc1C1(CNC(=O)Nc2cccc(C(F)(F)F)c2)CCOCC1	i	0.12	68
O=C(Nc1ccc(Cl)c([N+](=O)[O-])c1)c1ccc(=O)n(Cc2cccc([N+](=O)[O-])c2)c1	i	0.067	54
CCn1nnc2c(Nc3ccc(OC(F)(F)F)cc3)ncnc21	i	0.14	65
O=C(NCCCN1CCCC1=O)C(=O)Nc1ccc(F)c(Cl)c1	i	0.049	52
O=C(NCc1ccco1)C1CCCN(c2ccc(-n3ccnc3)nn2)C1 (configuration not stated)	i	0.095	62
COc1ccc(C(=O)NCC#CCN2CCc3ccccc3C2)cc1OC	i	0.065	55
Cc1nnc(NC(=O)CCn2cnc3ccccc3c2=O)s1	i	0.14	83
COc1ccc(S(=O)(=O)CCC(=O)Nc2ccc(-c3nc4ccccc4[nH]3)cc2)cc1	i	0.11	72
COc1cc(NC(=O)COc2ccc3ccccc3c2)ccc1N1CCCCC1=O	i	0.042	36
COc1ccc(OC)c(-c2ccc(=O)n(CC(=O)N3CCCCCC3)n2)c1	i	0.069	107
Cc1cc(F)ccc1S(=O)(=O)Nc1ccc(CC(=O)N2CCOCC2)cc1	i	0.06	62
Cc1cc(C(=O)N(Cc2ccco2)c2nc3c(C)cc(Cl)cc3s2)on1	i	0.041	25
CCOc1ccc(NC(=O)Nc2ccc3nc(C)n(-c4ccc(C)cc4)c(=O)c3c2)cc1	i	0.13	62
Cc1cc(C)c(S(=O)(=O)N2CCCCC2)cc1N(C)S(=O)(=O)c1cccc([N+](=O)[O-])c1	i	0.055	77
CC(C)CCNc1nc2c(c(=O)[nH]c(=O)n2C)n1CC(O)COc1ccc(Cl)cc1 (configuration not stated)	i	0.068	67
COc1ccc(OC)c(-c2ccc(=O)n(CC(=O)Nc3cc(C)ns3)n2)c1	i	0.091	61
Cc1ccc(C)c(S(=O)(=O)N2CCCOC2CNC(=O)C(=O)NCCN2CCOCC2)c1 (configuration not stated)	i	0.11	56
Cc1cc(-c2nnc(SCC(=O)NC(C)C)o2)c(C)o1	i	0.12	55
Cc1c(C(=O)O)sc2nc[nH]c(=O)c12	i	0.13	45
O=C(O)CN1C(=O)SC(Nc2ccc(F)cc2)C1=O (configuration not stated)	i	0.11	61
CC(C)(C)c1ccc(S(=O)(=O)N2C3CCC2COC3)cc1	i	0.05	1
CCCCCn1c(C)c(C)n2c3c(=O)n(C)c(=O)n(C)c3nc12	i	0.18	68
Cc1ccn2c(=O)c(NC(=O)Nc3ccc4c(c3)OCCO4)c(C)nc2c1	i	0.097	64
O=C(CN1C(=O)c2ccccc2C1=O)NCCN1CCOC(c2ccccc2)C1 (configuration not stated)	i	0.042	38
COc1ccc(-c2nc(S(=O)(=O)c3ccc(F)cc3)c(N3CCOCC3)o2)cc1	i	0.12	58
COc1cc(C(=O)NCCNc2ccc(Nc3cc(C)ccn3)nn2)cc(OC)c1OC	i	0.024	43
COc1ccc(CNC(=O)c2c(C(F)(F)F)nn(C)c2C)cc1	i	0.089	55
COc1ccc(S(=O)(=O)Nc2ccc(N3CCCCC3=O)cc2)cc1OC	i	0.05	65
COc1ccc(-c2cc(CC(=O)Nc3ccc(C)c(Cl)c3)no2)cc1	i	0.058	52
Cn1nc(-c2cccc(NC(=O)c3ccccc3C(F)(F)F)c2)ccc1=O	i	0.05	54
COc1cccc(Cn2c(SCc3nc(-c4ccc(Cl)cc4)no3)nc3ccsc3c2=O)c1	i	0.091	77
COc1ccc(Cn2c(C(C)C)nc3sc4ccccc4c(=O)c3c2=O)cc1	i	0.093	42
Cc1nc(NC(=O)C2CCCN(c3cc(-n4cccn4)ncn3)C2)sc1C(=O)N(C)C (configuration not stated)	i	0.08	60
COc1cccc(S(=O)(=O)NCc2ccc(C(=O)Nc3cccc(Cl)c3)cc2)c1	i	0.13	46
CC1Cc2cc(-c3cc(CC(=O)Nc4ccccc4C(F)(F)F)no3)ccc2O1 (configuration not stated)	i	0.049	34
Cc1ccc(SCCCNC(=O)Nc2nccc(C)n2)cc1	i	0.054	52
COc1ccc(S(=O)(=O)N2CCN=C2SCc2ccccc2F)cc1	+	0.053*	80*
COc1ccc(Cn2c(C)cn3c4c(=O)n(Cc5ccc(F)cc5)c(=O)n(C)c4nc23)cc1	i	0.069	55
COc1cc(COCC2CCN(CC(=O)Nc3ccc4c(c3)OCO4)CC2)cc(OC)c1	i	0.069	59
C=CCNC(=S)NC(=O)c1cc2c(C)nn(-c3ccccc3)c2s1	i	0.098	57
O=C(Nc1cccnc1)c1ccc(S(=O)(=O)NC2CCCC2)cc1	i	0.11	72
O=C(Nc1ccc2c(c1)CN(C(=O)c1cccs1)CC2)c1ccc2nsnc2c1	i	0.12	58
COc1ccc(NC(=O)Cc2ccc(S(C)(=O)=O)cc2)c2ccccc12	i	0.1	62
O=C(/C=C\c1ccc2c(c1)OCO2)NNC(=O)c1ccc(=O)n(Cc2ccccc2)c1	i	0.073	53
OC(COCCOc1c(F)cc(Br)cc1F)CSc1ccccn1 (configuration not stated)	i	0.13	55
COc1ccc(NC(=O)COc2ccc3ccccc3c2)cc1N1CCCCC1=O	i	0.041	47
COc1ccc(CCNC(=O)COc2ccccc2)cc1OC	i	0.051	65
CCN1CCN(S(=O)(=O)CCNC(=O)c2cc(=O)c3ccccc3o2)CC1	i	0.074	52
Cc1ccc(Cl)cc1NC(=O)CC1=NS(=O)(=O)c2ccccc2N1	i	0.12	57
CCCc1ccc(OCC(=O)Nc2c(C)cccc2CC)cc1	i	0.049	44
Cc1ccc(NC(=O)c2cc(Cl)ccc2[N+](=O)[O-])cc1N1CCCCC1=O	i	0.086	68
O=C(NCC1CCN(c2ncccn2)CC1)C1CCC1	i	0.087	64
COc1ccc(S(=O)(=O)Cc2nc(-c3ccccc3Cl)no2)cc1	i	0.061	47
Cc1cc(C)cc(-n2c(-c3ccccc3)cn3c4c(=O)n(CCN5CCOCC5)c(=O)n(C)c4nc23)c1	i	0.04	54
Cc1ccc(CNC(=O)CSc2nccnc2N2CCSCC2)cc1	i	0.069&0.032	47&99
COc1cccc(CCNC(=O)CC2CCCCN2S(=O)(=O)c2ccccc2)c1 (configuration not stated)	i	0.04	69

Remaining list, next part.
Molecule	GluA2 TARP mod	GluA2 TARP mod agonism max-min	GluA2 TARP mod glutamate slope
CCn1nccc1C(=O)Nc1nc(-c2cccc3ccccc23)cs1	i	0.11	59
COc1ccccc1CNC(=O)CC1CCCCN1S(=O)(=O)c1ccc(F)cc1 (configuration not stated)	i	0.062	88
Nc1c(C(=O)N2CCCC2)sc(=S)n1Cc1ccccc1	i	0.16	48
COCCn1c(-n2nc(C)cc2C)nc2c1c(=O)n(Cc1cc(C)ccc1C)c(=O)n2C	i	0.036	45
CSCCC(C)(O)CNC(=O)C(=O)Nc1ccc(C)c(F)c1 (configuration not stated)	i	0.12	59
O=C(NC1CCCC(O)C1)c1cccc(Cl)c1 (configuration not stated)	i	0.13	78
O=S(=O)(c1cccs1)N1CCC(c2ccsc2)CC1	i	0.11	65
O=C(Nc1ccon1)c1sc2cc(F)ccc2c1Cl	i	0.11	30
CC(C)(C)C(=O)CSc1nnc(CCn2ccc(=O)[nH]c2=O)o1	i	0.05	40
CC(C)Sc1cccc(C(=O)Nc2cccc([N+](=O)[O-])c2)c1	i	0.12	36
CCCCOc1ccc(C(=O)Nn2cnc3c(cnn3-c3cccc(Cl)c3)c2=O)cc1	i	0.11	70
CC(NC(=S)NCCN1CCOCC1)C12CC3CC(CC(C3)C1)C2 (configuration not stated)	i	0.044	49

Five compounds drawn at random from the list so far:
Molecule	GluA2 TARP mod	GluA2 TARP mod agonism max-min	GluA2 TARP mod glutamate slope
O=C(Nc1ccon1)c1sc2cc(F)ccc2c1Cl	i	0.11	30
COCCn1c(-n2nc(C)cc2C)nc2c1c(=O)n(Cc1cc(C)ccc1C)c(=O)n2C	i	0.036	45
CSCCC(C)(O)CNC(=O)C(=O)Nc1ccc(C)c(F)c1 (configuration not stated)	i	0.12	59
Nc1c(C(=O)N2CCCC2)sc(=S)n1Cc1ccccc1	i	0.16	48
CCn1nccc1C(=O)Nc1nc(-c2cccc3ccccc23)cs1	i	0.11	59

New compounds follow
Molecule	GluA2 TARP mod	GluA2 TARP mod agonism max-min	GluA2 TARP mod glutamate slope
COc1cccc(-n2nnc3c(N4CCN(C(=O)c5ccccc5F)CC4)ncnc32)c1	i	0.067	52
CCOCC(=O)Nc1ccc2c(c1)CN(C(C)=O)CC2	i	0.048	42
O=C(Cc1csc(Nc2ccccc2)n1)Nc1ccc2c(c1)OCCO2	i	0.14	65
CCOc1ccc(C)cc1S(=O)(=O)Nc1ccc2c(c1)N(C(C)=O)CC2	i	0.14	59
O=C(CCCS(=O)(=O)c1ccccc1)Nc1nc(-c2cccnc2)cs1	i	0.11	64
COc1ccc(CNC(=O)C2CCCN(c3cnc4ccccc4n3)C2)cc1 (configuration not stated)	i	0.1	86
Cc1cccc(N2CCN(C(=O)c3ccc4c(=O)n5c(nc4c3)SCC5)CC2)c1	i	0.097	46
O=C(NCC1CCN(C2CCCC2)CC1)c1cccc(C(F)(F)F)c1	i	0.046	54
CCCOc1ccc(S(=O)(=O)NCC2CCN(C)CC2)cc1	i	0.076	62
COc1ccc(-c2ccc(OCCNS(=O)(=O)c3ccc(OC)cc3OC)nn2)cc1	i	0.024	60
COc1ccc(S(=O)(=O)CCC(=O)Nc2nc3ccc4nc(C)sc4c3s2)cc1	i	0.085	72
Oc1ccc(Cl)cc1C1=Nc2ccccc2N=C(c2ccco2)C1	i	0.074	41

Quoted from the listing.
CCOCC(=O)Nc1ccc2c(c1)CN(C(C)=O)CC2 in GluA2 TARP mod agonism max-min shows 0.048
COc1ccc(CNC(=O)C2CCCN(c3cnc4ccccc4n3)C2)cc1 (configuration not stated) in GluA2 TARP mod glutamate slope shows 86
COc1cccc(-n2nnc3c(N4CCN(C(=O)c5ccccc5F)CC4)ncnc32)c1 in GluA2 TARP mod glutamate slope shows 52
Cc1cccc(N2CCN(C(=O)c3ccc4c(=O)n5c(nc4c3)SCC5)CC2)c1 in GluA2 TARP mod agonism max-min shows 0.097
O=C(Cc1csc(Nc2ccccc2)n1)Nc1ccc2c(c1)OCCO2 in GluA2 TARP mod glutamate slope shows 65

The list continues.
Molecule	GluA2 TARP mod	GluA2 TARP mod agonism max-min	GluA2 TARP mod glutamate slope
Cn1nc(C2CCCN(C(=O)Nc3ccccc3F)C2)n(-c2ccccc2)c1=O (configuration not stated)	i	0.1	51
O=C(Cc1csc(Nc2ccc(F)cc2)n1)NCC1CCCO1 (configuration not stated)	i	0.14	46
CCCN(CCC)S(=O)(=O)c1ccc2cc(OC)ccc2c1	i	0.065	58
O=C1N(Cc2ccccc2)c2ccccc2S(=O)(=O)N1c1ccc(F)cc1	i	0.078	53
CCN(CC)c1ccc(N2C(=O)/C(=C/c3ccc(O)c(OC)c3)SC2=S)cc1	i	0.083	68
COc1ccc(S(=O)(=O)N2CCCOC2CNC(=O)C(=O)NC2CC2)cc1OC (configuration not stated)	i	0.12	58
CC(C)C(=O)Nc1ccc(C(=O)NCCNC(=O)c2ccc(Cl)cc2)cc1	i	0.087	46
O=C(c1ccc(F)c(F)c1)N1CCN(c2ccc(-c3ccc(F)cc3)nn2)CC1	i	0.096	66
CNc1oc(-c2ccco2)nc1S(=O)(=O)c1ccc(Cl)cc1	i	0.13	50
CC(C)CC(=O)NCCn1ncc2c(N3CCN(Cc4ccccc4)CC3)ncnc21	i	0.075	62
Cc1ccc(-c2ccc(N3CCN(C(=O)Cc4cccs4)CC3)nn2)cc1	i	0.1	59
O=C(Nc1nc(CC(=O)N2CCN(C(=O)c3ccco3)CC2)cs1)c1ccc(=O)[nH]c1	i	0.053	28
O=C1/C(=C/c2c(Cl)cccc2Cl)Oc2cc(OC(=O)N3CCOCC3)ccc21	i	0.1	60
CS(=O)(=O)N1CCC(CNC(=O)C2COc3ccccc3O2)CC1 (configuration not stated)	i	0.051	39
Cc1c(C(=O)NCc2ccccn2)nnn1-c1ccc2noc(-c3ccccc3)c2c1	i	0.11	46
COc1ccc(N2CC(c3nc4ccccc4n3CC(=O)NC(C)C)CC2=O)cc1 (configuration not stated)	i	0.1	58
CC(C)(C)n1ncc2c(=O)n(CCC(=O)N3CCc4ccccc4C3)cnc21	i	0.061	63
CCN1CCN(C(=O)N(Cc2ccc(Cl)cc2)S(=O)(=O)c2ccc(C)cc2)CC1	i	0.072	60
O=C(Nc1ccccc1-c1nc2ccccc2[nH]c1=O)c1ccc(Br)o1	i	0.054	65
Cc1cc(C)cc(N2CC(C)Cn3c2nc2c3c(=O)n(CC(=O)O)c(=O)n2C)c1 (configuration not stated)	i	0.11	54
CN1CCN(C(CNC(=O)C(=O)NCc2ccc3c(c2)OCO3)c2cccn2C)CC1 (configuration not stated)	i	0.048	60
Cc1cc(C)c(NS(=O)(=O)c2c(C)cc(C)cc2C)c(C)c1	i	0.11	55
COc1ccc2sc(N(Cc3ccccc3)C(=O)Cc3ccc(S(C)(=O)=O)cc3)nc2c1	i	0.059	57
COc1ccc(S(=O)(=O)Nc2ccc3c(c2)N(C(=O)c2ccco2)CC3)c(C)c1	i	0.072	49

A portion of the library. The share of hits here may be higher or lower than overall.
